GLD-1 TGE inh: GLD-1/TGE RNA complex disruptors, primary screen, biochemical, fluorescence polarization. Female germline-specific tumor suppressor gld-1 (Caenorhabditis elegans), Q17339. purified GLD-1 + fluorescein TGE RNA. inhibition, % at 5.96 µM. hit rate 0.44% among 320,000;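 active = percent inhibition above a per-plate cutoff, the plate mean of test compounds plus 3 SD, cut at about 30% in these data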;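 note: 0% = DMSO wells with GLD-1 and probe and 100% = wells lacking GLD-1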
MCL1-BIM inh: inhibitors of MCL1 binding to BIM-BH3, primary screen, biochemical, fluorescence polarization; Induced myeloid leukemia cell differentiation protein Mcl-1 (Homo sapiens), Q07820; GST-MCL1 / FITC-Bim-BH3 fluorescence polarization; inhibition, % at 10.9 µM; hit rate 0.68% among 320,000; AID 2057, 2009;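 active = inhibition above the mean inhibition of all tested compounds plus 3 SD, set per campaign, cut at about 40% in these data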;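 note: 0% = DMSO wells and 100% = unlabeled Bim-BH3 peptide control; higher means more loss of mP so more displacement of Bim peptide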
AGP1 TOR yeast: modulators of AGP1-GFP expression in yeast TOR pathway, primary screen, cell-based, multiplex flow cytometry, S. cerevisiae, MLPCN library. AID 2066, 2009. GFP response vs DMSO, % at 10 µM. hit rate 0.02% among 320,000. 3 h; GFP as percent of DMSO wells;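 active = GFP response relative to DMSO above a set limit, near screen average plus 3 SD, cut at about 150% in these data; inconclusive = fewer than 70 cells counted for the yeast strain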;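 note: median GFP channel fluorescence of the gated AGP1 strain per well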
GRK2 inh: compounds blocking aptamer binding on GRK2 – biochemical, human GRK2, bead flow cytometry, HTS, primary screen. inhibition of aptamer binding, % at 10 µM. Beta-adrenergic receptor kinase 1 (Homo sapiens), P25098. FAM-aptamer displacement from GRK2. hit rate 0.59% among 330,000;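 active = inhibition of aptamer binding above 40%, roughly 3 SD of noise, on plates passing a quality check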;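 note: median bead fluorescence of bound FAM aptamer so fluorescent compounds give negative values; no value below 0 was filed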
Target sequence (P25098 whole entry, looked up): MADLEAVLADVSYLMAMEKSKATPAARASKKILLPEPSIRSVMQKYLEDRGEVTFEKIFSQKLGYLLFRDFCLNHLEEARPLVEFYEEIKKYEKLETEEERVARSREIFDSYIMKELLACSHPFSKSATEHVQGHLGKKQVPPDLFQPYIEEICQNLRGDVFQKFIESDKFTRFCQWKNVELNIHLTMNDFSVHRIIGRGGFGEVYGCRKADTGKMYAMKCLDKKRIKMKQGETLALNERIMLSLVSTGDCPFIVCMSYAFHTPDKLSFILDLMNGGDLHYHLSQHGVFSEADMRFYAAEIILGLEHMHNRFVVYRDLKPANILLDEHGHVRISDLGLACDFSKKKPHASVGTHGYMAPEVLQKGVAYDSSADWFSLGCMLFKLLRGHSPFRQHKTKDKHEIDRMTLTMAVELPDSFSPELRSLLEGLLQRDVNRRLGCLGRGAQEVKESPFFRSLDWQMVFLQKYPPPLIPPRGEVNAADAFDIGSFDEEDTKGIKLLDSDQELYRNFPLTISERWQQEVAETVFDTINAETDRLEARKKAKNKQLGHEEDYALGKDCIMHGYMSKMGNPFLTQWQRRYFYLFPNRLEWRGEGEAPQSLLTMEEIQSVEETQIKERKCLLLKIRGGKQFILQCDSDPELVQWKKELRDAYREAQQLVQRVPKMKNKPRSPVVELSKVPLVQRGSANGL
Fam108B inh: mouse Fam108B serine hydrolase inhibitors, primary screen, counter-screen for RBBP9 inhibitor project, biochemical, fluorescence polarization; recombinant Fam108B, FP-Rh probe fluorescence polarization; inhibition, % at 9.51 µM; hit rate 0.33% among 300,000; AID 1947, 2009;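 active = inhibition above the screen mean inhibition plus 3 SD, computed separately per campaign, cut at about 18% in these data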;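 note: inhibitors lower polarization as less probe binds the enzyme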
VLA-4 inh: inhibition in human VLA-4 binding assay, primary screen, VLA-4 allosteric modulator project, MLPCN library, flow cytometry, VLA-4 expressing cells | inhibition, % (about 7 µM as worked out from the volumes in the protocol) | Integrin alpha-4 (Homo sapiens), P13612 | ligand binding flow cytometry | hit rate 0.2% among 330,000; in the data active = inhibition above about 50%
MEX-5 binding: MEX-5 zinc finger RNA-binding disruptors – biochemical, C. elegans, fluorescence polarization, MLPCN library, primary screen. activity score (negative = inhibition of binding), % at 10 µM. MEX-5/FITC-TCR2 RNA binding; stronger effect = lower value. Zinc finger protein mex-5 (Caenorhabditis elegans), Q9XUB2. hit rate 0.38% among 300,000;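 active = inhibition past about -25% in most replicates, and total fluorescence under double the plate's negative control median, limit read from the data; inconclusive = replicates evenly split on the limit, or fluorescence at least double controls; inactive = too little inhibition in most replicates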;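 note: 0% = DMSO and -100% = 5 µM competing unlabeled TCR2 RNA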
BCLXL inh: inhibitors of human Bcl-xL, primary screen, biochemical, fluorescence polarization, HTS; GST-Bcl-xL / FITC-Bim BH3 peptide fluorescence polarization; inhibition, % at 10.9 µM; hit rate 0.7% among 320,000;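 active = inhibition above the mean of all tested compounds plus 3 SD, cutoff set per campaign, cut at about 30% in these data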;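 note: 0% = DMSO wells and 100% = unlabeled Bim-BH3 peptide competitor; inhibitors lower millipolarization by displacing the labeled peptide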
Target sequence (Q07817 whole entry, looked up): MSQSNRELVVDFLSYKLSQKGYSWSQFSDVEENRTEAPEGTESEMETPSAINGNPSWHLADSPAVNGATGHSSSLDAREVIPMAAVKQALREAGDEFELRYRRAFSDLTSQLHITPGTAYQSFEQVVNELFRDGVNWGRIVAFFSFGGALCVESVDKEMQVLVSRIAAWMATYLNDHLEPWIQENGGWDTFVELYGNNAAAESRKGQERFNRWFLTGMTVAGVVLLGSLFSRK
CIT2 TOR yeast: modulators of CIT2-GFP expression in yeast, primary screen, S. cerevisiae, GFP fusion, multiplex flow cytometry, MLPCN library. S. cerevisiae CIT2-GFP strain, 3 h; 100 means same as DMSO wells. GFP response vs DMSO, % at 10 µM. hit rate 0.065% among 320,000. AID 2029, 2009;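 active = GFP response relative to DMSO above a set limit, near the screen mean plus 3 SD, cut at about 150% in these data; inconclusive = Fewer than 70 cells measured for a yeast strain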;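 note: ratio of well median GFP fluorescence to mean of DMSO wells on the plate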
Starred values were filed as active, the others as inactive; u = inconclusive; x = not tested or not shown; + = active, no number; [ ] = dose if it differs, or a comment. Some of the compounds tested, so the mix of outcomes need not match the whole.

SMILES	GLD-1 TGE inh	MCL1-BIM inh	AGP1 TOR yeast	GRK2 inh	Fam108B inh	VLA-4 inh	MEX-5 binding	BCLXL inh	CIT2 TOR yeast
CCOP(=O)(OCC)C(NC(=O)NC)C(N)=O (stereo not given)	-2	1	101	0	-4	4	1.7	0	98
CN1/C(=C\C=C\C2=[N+](C)c3ccc4ccccc4c3C2(C)C)C(C)(C)c2ccccc21	179*	+	101	84*	-225	x	x	190*	90
Cc1ccc(C2=NCC(=O)N(CC(=O)N3CCCCC3)c3sc(C)c(C)c32)cc1	2	5	106	1	1	22	2.3	3	105
C/C=C(\C)C(=O)N[C@@H](c1ccccc1)[C@@H](O)C(=O)O[C@H]1C[C@@]2(O)[C@@H](OC(=O)c3ccccc3)C3[C@](C)(C(=O)[C@H](O)C(=C1C)C2(C)C)[C@@H](O)C[C@H]1OC[C@@]31OC(C)=O (stereo not given in full)	-1	3	101	2	3	6	-0.4	3	106
Cc1c(C)c2ccc(OCC(=O)N3C[C@H]4C[C@@H](C3)c3cccc(=O)n3C4)cc2oc1=O	0	-4	98	0	1	3	0.2	1	95
Cc1c(OC(=O)N(C)C)ccc2c1O/C(=C\c1ccco1)C2=O	x	x	91	3	x	4	-2.1	x	89
Cc1ccc(C2=CCNCC2)cc1	0	0	88	0	0	14	2.6	7	x
C[C@]12CCC3C(CC[C@H]4C[C@H](O)CC[C@]34C)C1C[C@@H](O)[C@@H]2O (stereo not given in full)	2	x	93	3	x	-2	x	x	109
CN1C(=O)C(=Cc2ccccc2OS(=O)(=O)c2ccccc2)C(=O)N(C)C1=O	-4	-5	98	0	0	13	-5.1	-4	82
COc1cc2c3c(c1OC)Oc1ccc(cc1)C[C@H]1c4c(cc(OC)c(OC)c4Oc4ccc(cc4)C[C@@H]3N(C)CC2)CCN1C	-3	x	96	0	x	-10	x	x	100
FC(F)(F)c1cccc(N2CCNCC2)c1	7	4	103	2	-2	15	-0.9	1	102
CCOC(=O)C(C)Oc1cc(C)cc2oc(=O)c3c(c12)CCCC3 (stereo not given)	3	2	108	0	-3	7	-0.6	0	106
O=C(Cc1ccccc1)N1CCN(CC2CC3C=CC2C3)CC1 (stereo not given)	-2	-6	99	5	2	-2	-3.8	3	108
Clc1ccccc1C1NCc2ccccc2-n2cccc21 (stereo not given)	2	-3	96	2	0	20	-1.4	5	92
Cc1ccc(NC2=NCCCS2)c(C)c1C	3	4	101	0	8	8	0.6	7	108
CCCCCn1c(=O)c(C(=O)NCc2ccccn2)c(O)c2ccccc21	9	13	104	0	-5	19	1.0	0	95
COCCNC(=O)Cn1cc(/C=C2\C(=O)NC(=O)N(c3ccccc3F)C2=O)c2ccccc21	-15	-21	95	1	-4	4	-86*	-11	98
CCOc1ccc(N=Cc2c(O)n(-c3ccc(C)c(C)c3)c(=O)[nH]c2=O)cc1	3	1	103	0	0	0	0.5	1	111
O=c1[nH]c(=O)n(Cc2ccc(F)cc2)c(O)c1C=NCC1CCCO1 (stereo not given)	0	0	x	0	-5	16	-1.1	-2	94
COC(=O)C1=C(c2ccc(F)cc2OCc2ccccc2)C[C@@H]2CC[C@H]1N2C(=O)NCc1ccccc1OC	5	-9	100	0	x	3	x	-7	106
C[C@]12N[C@H](Cc3ccccc31)c1ccccc12	-3	-4	100	0	-4	-37	-2.2	1	97
Cc1ccc(N2C(=O)NC(=O)/C(=C\c3ccsc3)C2=O)cc1C	-17	-30	101	0	-1	1	2.8	-11	103
Cc1ccccc1-n1c(O)c(/C=N/N2CCOCC2)c(=O)[nH]c1=S	0	8	103	0	-2	21	3.4	4	107
O=c1[nH]c2ccccc2c(=O)n1-c1cccc(Cl)c1	1	-2	95	2	2	-11	-1.3	5	84
Cc1c(CCN)ccc2c1[nH]c1ccccc12	0	8	89	0	-1	17	4.5	6	95
CSc1ccc(C(=O)C2CCCN(C)C2)cc1 (stereo not given)	3	-10	99	2	-4	26	1.4	1	97
Cc1nn(Cc2ccccc2)c(C)c1C=C1C(=O)NC(=O)NC1=O	-5	-6	101	0	4	8	0.9	2	98
Cc1ccc(-c2nc(CS(=O)CC(=O)N3CCC4(CC3)OCCO4)c(C)o2)cc1 (stereo not given)	11	-2	100	2	4	7	-1.3	1	90
Nc1ccc(S(=O)(=O)N2CC3CC(C2)c2cccc(=O)n2C3)cc1 (stereo not given)	-8	7	99	0	-4	0	-3.0	7	107
c1ccc(C2OCCN3CCCCC23)cc1 (stereo not given)	-9	-9	100	3	-2	4	x	1	96
O=C1CN=C(c2cc([N+](=O)[O-])ccc2Cl)c2cc([N+](=O)[O-])ccc2N1	0	2	101	0	2	-6	1.2	2	100
CNC(=O)Oc1ccc(-c2cn3cc(Cl)ccc3n2)cc1	7	3	100	0	0	4	1.3	4	101
COc1cc(/C=N/n2cnnc2)ccc1OC(=O)N(C)C	0	-2	103	1	-2	2	0.0	-2	97
O=C(CCN1CCOCC1)NCC(=O)Nc1ccc(Br)cc1C(=O)c1ccccc1	3	0	104	0	2	1	1.6	3	99
C=CCN=C(SCC(=O)c1ccc(Cl)cc1)c1c(O)n(C)c(=O)n(C)c1=O	2	13	103	0	-3	2	-1.3	9	89
Cc1ccc(Cl)cc1-n1c(O)c(C=NCCCN2CCOCC2)c(=O)[nH]c1=O	-7	8	100	2	-1	11	0.4	8	99
O=C(CCNC(=O)N1C[C@H]2C[C@@H](C1)c1cccc(=O)n1C2)Nc1ccc(F)cc1	1	0	105	0	-1	19	0.9	3	100
COC(=O)C1=C(c2ccc(-c3ccccc3)c(F)c2)C[C@@H]2CC[C@H]1N2C(=O)NCCOc1ccc(OC)cc1	4	0	99	3	x	0	x	-4	101
O=C1CCCN1CC#CCN1CCCC1	4	9	97	0	9	-34	-0.2	6	90
CCOP(=O)(OCC)/C(C#N)=C/c1ccoc1	x	x	101	5	x	12	-5.2	x	94
CSc1ncc(Cl)c(C(=O)O)n1	6	7	106	0	0	-8	-0.7	4	99
O=C(O)c1ccc(N=Cc2c(O)[nH]c(=O)[nH]c2=O)cc1	-6	10	97	4	4	4	1.3	0	96
Cc1nn(Cc2ccccc2)c(C)c1C(=O)NCc1ccccc1F	6	4	103	0	-1	30	0.7	3	96
Cc1cc(C(=O)OCC(=O)Nc2ccc(F)cc2F)c(C)n1C1CC1	-4	2	94	2	x	11	x	0	90
C#CCN1CCN(c2ccc(F)cc2)CC1	11	4	103	1	-1	0	-0.8	2	97
CN(C)P(=O)(C(Cl)=C(N1CCCCC1)N1CCCCC1)N(C)C	7	1	115	1	-5	5	0.9	4	107
COc1cccc(CC(=O)N(C)C2CCCN(Cc3ccccc3F)C2)c1 (stereo not given)	7	6	100	11	5	2	2.4	0	101
CCOC(=O)c1ccc(N2C(=O)CC(N3CCC(C#N)(c4ccccc4)CC3)C2=O)cc1 (stereo not given)	3	6	97	11	-3	-1	2.4	5	x
CNCCc1ccccc1	-2	1	99	1	3	-12	1.4	6	103
COc1ccc(NC(=O)C2C3CCC(O3)C2C(=O)O)c(OC)c1 (stereo not given)	5	12	98	0	2	4	-1.3	4	105
The list goes on.
SMILES	GLD-1 TGE inh	MCL1-BIM inh	AGP1 TOR yeast	GRK2 inh	Fam108B inh	VLA-4 inh	MEX-5 binding	BCLXL inh	CIT2 TOR yeast
COc1ccc(NC(=O)N2CCC3(CC2)OCCO3)c(OC)c1	-3	-5	94	0	-1	7	0.6	-2	94
CCN(CC)CCOC(=O)c1cc2cc(COC)ccc2o1	5	-15	108	0	0	14	1.7	-3	116
CCCCNC(=O)c1c(N)n(CCCOC)c2nc3ccccc3nc12	7	-1	98	3	9	-6	1.5	8	92
Cn1c(CN2CCN(C(=O)COc3ccccc3)CC2)nc2cc([N+](=O)[O-])ccc21	5	8	103	0	1	18	0.6	4	106
CCOP(=O)(Cc1ccccc1)OCC	1	8	98	0	-3	-8	-0.6	9	100
COc1cc2[nH]c(=S)n(-c3ccccc3)c(=O)c2cc1OC	2	6	96	0	4	12	0.4	12	93
CSc1ccccc1C(=O)C1CCCN(Cc2ccncc2)C1 (stereo not given)	1	-3	98	0	0	3	-1.9	-2	104
CCCN1CC[C@@H]2c3cc(O)ccc3CC[C@@H]21	6	3	94	2	0	-10	x	8	91
CCN(CC)CCC(=O)O[C@H]1CC[C@]2(C)C3CC[C@@]4(C)C(CC[C@]4(C)O)C3CC[C@H]2C1 (stereo not given in full)	-5	x	112	0	x	-13	x	x	90
COc1cc(CN2C(=O)NC(=O)C3(Cc4cc(C)ccc4N(C)C3)C2=O)cc(OC)c1 (stereo not given)	5	3	105	0	2	5	0.0	6	98
COc1cccc(CCNCc2c(F)cccc2F)c1	-3	-1	114	0	5	14	1.8	-1	104
COc1ccc(-n2c(O)c(/C=C3\C=Nc4ccc(Br)cc43)c(=O)[nH]c2=O)cc1	-32	-23	86	12	6	9	u	-13	96
CCc1cc2c(N3CCN(C)CC3)ncnc2s1	-2	-3	99	4	-1	0	-0.4	4	89
CCC1(C2=NCCN2)Cc2ccccc2O1 (stereo not given)	-8	5	92	0	-6	-1	x	8	88
c1ccc(NC2=NCCS2)cc1	-3	0	104	3	-8	3	-0.4	1	105
CCc1ccccc1N1C(=O)CC(=O)NC1=O	-2	-4	98	0	4	3	5.7	-4	100
CC1(C)CC(N(CCc2ccccc2)Cc2ccccc2)CCO1 (stereo not given)	6	-3	108	4	-2	6	-0.6	-4	102
CC(=O)c1ccc2c(c1)OCO2	-2	-2	101	2	1	-7	0.5	0	101
COc1ccc2c(C)c(CC(=O)N3C[C@H]4C[C@@H](C3)c3cccc(=O)n3C4)c(=O)oc2c1C	-12	0	106	0	3	4	1.9	0	103
O=C1NC(=S)NC(=O)C1C/C=C/c1ccccc1	0	8	102	0	-1	0	0.1	3	100
CN(C)P(=NC(=S)c1cccn1C)(N(C)C)N(C)C	-1	8	16[may fluoresce violet]	1	0	-8	0.3	2	u
OC(c1ccc(F)cc1)(c1ccc(F)cc1)[C@@H]1CCCN1	-15	11	103	2	6	-4	0.8	6	117
CN1CCC2(CC1)CC(NC=O)c1ccccc1O2 (stereo not given)	5	-9	107	0	3	-2	0.2	6	102
CCN(CC)C(=O)c1ccc(NC(=O)c2ccc3c(c2)NC(=O)CS3)cc1	3	x	99	1	x	14	x	x	101
CC1CCC2[C@@H](C)C(=O)OC3O[C@]4(C)CCC1C32OO4 (stereo not given in full)	4	3	116	0	1	-4	-1.5	5	116

High-throughput results deposited in PubChem BioAssay by several laboratories.
